H9c2 TAG inh = reduces triacylglycerol accumulation in H9c2 cells; AID 651582; inhibition, % at 12.5 µM; Nile Red lipid (TAG) fluorescence; cells loaded with 200 µM oleic acid; hit rate 0.66% among 230,000;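 active = pattern-corrected inhibition of lipid staining of at least 50% with the nuclear-stain viability signal not falling by more than 50%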;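 also: 0% = DMSO wells and 100% = triacsin C control wells; some results filed as inactive read as strong as hits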
H9c2 TAG inh DAPI viability = also measured in H9c2 TAG inh; calls as there; DAPI nuclei signal change (viability), lower = more cytotoxic, %;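 whole-well DAPI fluorescence read on a plate reader as a viability signal; minus 50 percent equals half of cells still viable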
Starred values were filed as active, the others as inactive. This is a subset, so the mix of outcomes need not match the whole.

Every second line gives: H9c2 TAG inh DAPI viability	H9c2 TAG inh
COc1ccc(C(=O)n2c(-c3ccco3)nc3ccccc32)cc1
  -16	8
O=C(O)CC(SCc1ccc(C(=O)O)o1)C(=O)O (stereo not drawn)
  -1	-20
CCOc1cc(CN2CCN(c3ncccn3)CC2)ccc1OC
  -1	-7
CCn1c(NC(=O)c2ccccc2)nc2ccccc21
  8	-8
Cc1ccc(S(=O)(=O)Nc2ccc3c(c2)CC(=O)N([C@H](C)CO)C[C@@H](C)[C@H](CN(C)Cc2ccc(-c4ccccc4)cc2)O3)cc1
  1	18
COc1cccc(NC(=O)CSc2ccccn2)c1
  -5	-2
COc1ccc2ccc(OC)c(/C=N/NC(=O)c3cc4ccccc4o3)c2c1
  -11	5
Cc1n[nH]c(C)c1NC(=O)CN1CCN(S(=O)(=O)c2ccc(C(F)(F)F)cc2)CC1
  3	10
COC1(OC)N=C(N)C2(C#N)C(c3ccc(C)cc3)C12C#N (stereo not drawn)
  0	3
CCN1CCN(C(c2cc(OC)c(OC)c(OC)c2)c2nnnn2C(C)C)CC1 (stereo not drawn)
  -19	12

The final 2 records of the section above lead into the next.
Every second line gives: H9c2 TAG inh DAPI viability	H9c2 TAG inh
COC1(OC)N=C(N)C2(C#N)C(c3ccc(C)cc3)C12C#N (stereo not drawn)
  0	3
CCN1CCN(C(c2cc(OC)c(OC)c(OC)c2)c2nnnn2C(C)C)CC1 (stereo not drawn)
  -19	12
O=C1N[C@@H](Cc2c[nH]c3ccccc23)COC(=O)[C@H](Cc2ccc(F)cc2)C/C=C\C[C@H]1CC(=O)N(CCO)Cc1ccccc1
  -5	-4
C=CCc1cc(Cl)ccc1OC(=O)Nc1cccc(Cl)c1
  -1	-14
Cc1c(Cl)cccc1N=C(N)N=C(N)N
  -12	-10
Cc1c(NC(=O)COC(=O)/C=C/c2ccccc2Br)c(=O)n(-c2ccccc2)n1C
  1	-2
Cc1cc(C)cc(NC(=O)c2cccc(N3C(=O)C4C5C=CC(C5)C4C3=O)c2)c1 (stereo not drawn)
  4	6
Cc1cccc(NC(=S)N2CCN(S(=O)(=O)c3ccccc3)CC2)c1
  1	7
Nc1ccccc1C(=O)N1CCc2ccccc21
  9	-12
O=C(COC(=O)c1ccccc1[N+](=O)[O-])c1ccc2c(c1)OCO2
  1	10
COCCNCc1ccccc1[N+](=O)[O-]
  9	-3
Cc1ccc(S(=O)(=O)N2CCOCC2)cc1NC(=O)CN(C)CC(=O)Nc1cccc(F)c1
  -14	-10
COc1cc2sc3ccc(-c4ccc5[nH]ccc5c4)cc3c(=O)c2cc1OC
  11	3
CCCCNC(=O)N1CCC(CCC(=O)N(C)Cc2ccccc2)CC1
  -4	11
Cc1ccc2c(CC(=O)NCC(C)(C)N3CCOCC3)coc2c1
  3	7
CCCn1c(Nc2ccccc2C)nc2ccccc21
  -8	-2
CCCc1ccc(Oc2c(-c3ccc(O)c(C)c3O)n[nH]c2C)cc1
  16	1
CCCCn1c(N)c(N(CCC(C)C)C(=O)C2CC(=O)N(c3cccc(SC)c3)C2)c(=O)[nH]c1=O (stereo not drawn)
  -5	-11
CCc1ccccc1NC(=O)NC(C)c1ccc2c(c1)OCO2 (stereo not drawn)
  -4	-18
CCCCC(=O)Nc1ccc(NC(=S)NC(=O)c2ccco2)cc1OC
  0	-12
COc1ccc(CNC(=O)C2CSCCS2)cc1 (stereo not drawn)
  -18	11
Cc1c(NC(=O)c2cc(-c3ccc(O)cc3)on2)c(=O)n(-c2ccccc2)n1C
  0	-2

Record cards (already shown).
Shown for COc1cc2sc3ccc(-c4ccc5[nH]ccc5c4)cc3c(=O)c2cc1OC = H9c2 TAG inh DAPI viability: 11; H9c2 TAG inh: 3
Shown for Cc1ccc2c(CC(=O)NCC(C)(C)N3CCOCC3)coc2c1 = H9c2 TAG inh DAPI viability: 3; H9c2 TAG inh: 7

(cont.)
Every second line gives: H9c2 TAG inh DAPI viability	H9c2 TAG inh
Cc1cccc(OCC(=O)NNC(=O)CCc2ccccc2)c1
  -1	11
CCOC(=O)N1CCN(C(=O)C2CCC(=O)N(Cc3ccccc3OC)C2)CC1 (stereo not drawn)
  -2	6
O=C(NC(=S)NCCCN1CCOCC1)c1ccc(Br)cc1
  1	-1
Nc1nc(CN2CCN(Cc3ccc4c(c3)OCO4)CC2)nc(Nc2ccccc2)n1
  -8	11
C=CCn1c(SCC(=O)N2CCN(C(=O)c3ccco3)CC2)nc2sc(CC)cc2c1=O
  -12	8
CC(C)(C)c1ccc(C(=O)N2CCC2(C)C(=O)Nc2cccc(C#N)c2)cc1 (stereo not drawn)
  1	-1
Cc1oc(C(C)(C)C)cc1-c1cc(NC(=O)c2ccc([N+](=O)[O-])cc2)n[nH]1
  -1	18
Cc1ccc(-n2c(=O)c3sccc3n(CC(=O)NC3CCCCC3)c2=O)cc1
  9	-9
CN(Cc1cccnc1)C(=O)c1ccc(Cl)c(NS(=O)(=O)c2ccc(F)cc2)c1
  -1	-1
O=C1C(=O)c2ccccc2C([O-])=C1[n+]1ccccc1
  -2	7

A second format for 2 compounds above:
SMILES: CN(Cc1cccnc1)C(=O)c1ccc(Cl)c(NS(=O)(=O)c2ccc(F)cc2)c1
  H9c2 TAG inh DAPI viability: -1 | H9c2 TAG inh: -1

SMILES: C=CCn1c(SCC(=O)N2CCN(C(=O)c3ccco3)CC2)nc2sc(CC)cc2c1=O
  H9c2 TAG inh DAPI viability: -12 | H9c2 TAG inh: 8

The results go on:
Every second line gives: H9c2 TAG inh DAPI viability	H9c2 TAG inh
O=C1NC(=S)SC1=Cc1cccs1
  4	11
CCOc1cc(C2NC(=O)N(C)C(C)=C2C(=O)OC)cc(Br)c1O (stereo not drawn)
  -3	-18
O=C(Nc1nnc(-c2ccc(Cl)s2)o1)C1CC1
  2	0
COc1ccc(/C=C2\SC(=O)N(CCn3cnnn3)C2=O)cc1
  -11	1
Fc1ccc(F)c(NC(=S)NCCc2ccccc2)c1
  -2	-8
CC1=NN(C(=O)CSCc2ccccc2)C(O)(c2ccc(F)cc2)C1 (stereo not drawn)
  -4	-19
O=C(/C=C/c1cccnc1)c1cc(F)ccc1O
  -9	-2
CCc1cc2c(=O)c(-c3nc(C)cs3)c(CCCC(=O)O)oc2cc1O
  -11	-7
CC(C)c1ccc(C(C(=O)NC2CCCCC2)N(C(=O)c2ccccn2)c2cccnc2)cc1 (stereo not drawn)
  -8	8
CCc1c(C)sc(NC(=S)N2CCN(S(C)(=O)=O)CC2)c1C(=O)OC
  14	-23
CC(C)(C)NCC(O)(c1ccc(Cl)cc1)c1ccc(Cl)cc1
  9	-3
COc1ccc(NC(=O)c2ccc(Br)o2)cc1
  -3	0
CCCc1cc(=O)oc2c(CN3CCOCC3)c(O)ccc12
  69	-9
Cc1ccc(C(=O)NNC(=O)CSc2n[nH]c(-c3cccnc3)n2)cc1
  0	-3
COC(=O)c1cccc(NC(=O)c2ccco2)c1
  9	5
Cc1ccc(N(CCC(=O)O)S(=O)(=O)c2ccccc2)cc1
  14	-3
CC1(C(=O)NS(=O)(=O)c2ccccc2Cl)CCN1C(=O)C1(c2ccc(Cl)cc2)CC1 (stereo not drawn)
  -14	6
CCc1ccccc1Nc1cc(C(=O)NCc2ccccn2)c2ccccc2n1
  8	0
O=C(CNC(=O)c1ccc2c(=O)n3c(nc2c1)CCC3)Nc1ccc(F)c(F)c1
  1	8
O=C(CN1C(=O)C(=O)c2ccccc21)c1ccc(Cl)cc1
  3	4
CN(C)c1ccc(C2Nc3ccccc3C(=O)N2CCN2CCNC2=O)cc1 (stereo not drawn)
  11	-5
CC(C)C1=CC(=NS(=O)(=O)c2cccc([N+](=O)[O-])c2)C=C(C(C)C)C1=O
  -6	-13
CCCCNc1c(C(=O)OCC)c(=O)[nH]c2ccccc12
  -8	-2
COc1cccc2sc(NC(=O)c3ccc(Br)s3)nc12
  8	8
Cc1ccc(-c2noc(N=O)c2NO)cc1
  1	-5
COc1ccc2oc(=O)c(C(=O)NCC3CCCO3)cc2c1 (stereo not drawn)
  3	-4
COc1ccc(OC)c(-c2nn(-c3ccccc3)cc2C(=O)NCC(c2ccco2)N2CCCC2)c1 (stereo not drawn)
  -3	-11
COc1cccc(C(=O)CSc2nnc(-c3ccco3)n2CC2CCCO2)c1 (stereo not drawn)
  -1	4
COc1ccccc1CNS(=O)(=O)c1c(C)nc2sccn2c1=O
  6	3
COC(=O)CCC(=O)NC1CC(C)(C)Cc2c1cnn2-c1ccc(F)cc1 (stereo not drawn)
  2	-8
CC(C)N1CC(C(=O)Nc2ccc(Cl)cc2Cl)CC1=O (stereo not drawn)
  -14	4
CCOC(=O)N1CCC(NC(=O)C2CCCN2C(=O)OCc2ccccc2)CC1 (stereo not drawn)
  -12	25
O=C(CSc1nc2ccccc2[nH]1)N1CCN(c2ccccc2)CC1
  11	-9
CC1=C(C(=O)OCC2CCCO2)C(c2ccncc2)C2=C(CCCC2=O)N1 (stereo not drawn)
  -3	6
CC(=O)Nc1ccc(OCc2ccc(S(=O)(=O)Cc3ccccc3)cc2)cc1
  15	-14
Cc1csc2c(N(C)CCO)ncnc12
  -10	-11
CCn1c(=O)cc(OCC(=O)Nc2ccccc2C#N)c2ccccc21
  -7	13
CCOc1ccc(CN2CCNC(=O)C2CC(=O)NCCc2ccccn2)cc1 (stereo not drawn)
  5	3
COCCNC(=O)C1(C)CCCN(C(=O)c2ccc(C(=O)OC)cc2)C1 (stereo not drawn)
  2	5
O=C(O)c1ccccc1-c1ccccc1C(=O)Nc1ccc2c(c1)CCC2
  2	7
CC1CCCCN1S(=O)(=O)c1ccc(C(=O)Nc2nnc(-c3ccncc3)o2)cc1 (stereo not drawn)
  9	0
Cc1ncsc1CCOC(=O)C12CC3CC(CC(C3)C1)C2
  -10	-4
COc1ccc(OC)c(S(=O)(=O)N2CCN(C(=O)CCc3ccccc3)CC2)c1
  -1	-3
CCCCCCC#Cc1cncc(C(=O)NNC(=O)Nc2cc(Cl)cc(Cl)c2)c1
  -27	32
c1ccc(COc2ccc(-c3cc4nc(NCc5ccc6c(c5)OCO6)ccn4n3)cc2)cc1
  21	3
Cc1ccccc1NC(=O)c1cccc(N2C(=O)C3C4CC(C(Br)C4Br)C3C2=O)c1 (stereo not drawn)
  7	3
CCN(CC(=O)Nc1c(F)cccc1F)C(=O)C1CCN(C(=O)Nc2ccccc2)CC1
  6	36
CCS(=O)(=O)N1CCC2(CC1)OCCN2S(=O)(=O)c1ccc(OC)cc1
  -1	8
Cn1nc(C(=O)NCc2ccccn2)c2ccccc2c1=O
  4	24
O=C(COC(=O)c1nc(Cl)ccc1Cl)Nc1cccc(S(=O)(=O)N2CCOCC2)c1
  -5	0

(more compounds)
Every second line gives: H9c2 TAG inh DAPI viability	H9c2 TAG inh
CC(C)(C)OC(=O)N(Cc1ccccc1)Cc1ccc(OCc2cccc(NC(=O)C3CC3)c2)cc1
  9	17
CC(=O)/C=C(/C)NC(Cc1c[nH]c2ccccc12)C(=O)O (stereo not drawn)
  5	4
CCOC(=O)N1CCN(Cc2ccc(OCC(O)CN3CCCCC3)cc2)CC1 (stereo not drawn)
  1	8
O=C(CCNC(=O)c1ccc(Br)cc1)Nc1ccccc1N1CCCC1
  -2	-3
O=C(O)c1ccccc1-c1ccccc1C(=O)Nc1ccc(-c2nc3cc(Cl)ccc3o2)cc1
  0	-2
CCCNC(=O)COC(=O)/C(C#N)=C/c1cc(C)n(CCC)c1C
  -3	9
Cc1cc(C2=NNC(=NCCc3ccccc3)SC2)c(C)n1-c1c(C)n(C)n(-c2ccccc2)c1=O
  3	4
CCOC(=O)C(=O)N=Nc1c(O)n(C)c2ccccc12
  3	10
Cc1cccc(C)c1NC(=S)N(Cc1cccnc1)Cc1ccccc1Cl
  -5	11
CC(C)c1ccc(NC(=O)C(c2ccccc2)N(Cc2ccco2)C(=O)CC2NC(=O)NC2=O)cc1 (stereo not drawn)
  -5	12
Cc1oc(S(=O)(=O)N(C)C)cc1C(=O)Nc1ccc(F)cc1
  -2	1
CNC(=O)c1ccsc1NC(=O)c1ccc(S(=O)(=O)N2CCc3ccccc32)cc1
  5	-3
Cc1cc(NC(=O)CSc2nnc(-c3cccs3)n2N)no1
  0	7
CCN(C(=O)CSc1nnc(-c2c[nH]c3ccccc23)o1)C1CCS(=O)(=O)C1 (stereo not drawn)
  -8	3
C=C[C@@H]1c2ccccc2N(S(=O)(=O)c2ccc(C)cc2)[C@H](c2ccc(C(=O)OC)cc2)C1(C#N)C#N
  -3	-30
Cc1nn(C)c(C)c1NC(=S)Nc1ccc(S(=O)(=O)Nc2ncccn2)cc1
  1	7
CCOC(=O)Cc1csc(NC(=O)CSc2nc(C)cc(C)n2)n1
  0	-2
COc1cccc(C2NC(=O)c3sc(=S)n(-c4ccccc4)c3N2)c1 (stereo not drawn)
  0	9
O=C1CCCN1c1ncc(S(=O)(=O)c2ccc([N+](=O)[O-])cc2)s1
  12	-5
O=C(c1ccco1)N1CCN(Cc2cc(=O)c(OCc3c(F)cccc3Cl)co2)CC1
  -10	1
CN(Cc1ccccc1)C(=O)c1csc([C@@H]2O[C@H](CO)[C@H](O)[C@H](O)[C@H]2O)n1
  1	8
Nc1nc(SCC(=O)C23CC4CC(CC(C4)C2)C3)n[nH]1
  -2	-9
O=C(Nc1cc(C(F)(F)F)ccc1N1CCCCC1)C1=COCCO1
  13	-10
CCOC(=O)c1cc(CC)sc1NC(=O)COC(=O)c1cnccn1
  0	8
CC(C)(C)OC(=O)NCCCCCc1nnc(SCc2cccc(F)c2)o1
  -14	-1
Cc1cc(C)c2c3c(sc2n1)C(=O)N(Cc1ccccc1)CC(=O)N3
  -5	-12
CNC(=O)CN(C1CCCCC1)S(=O)(=O)c1ccc(OC)c(Cl)c1
  4	-12
COc1ccc(CCN2CC(=O)NC(=O)C2)cc1OC
  6	-5
